Screening results from PubChem.
CDK5 p35 inh – inhibitors of human CDK5/p35 kinase. Recombinant CDK5/p35, ADP-Glo luminescence, 60 min. 330,000 compounds, 0.01% hits. inhibition, % at 10 µM. Q00535+Q15078;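 active = highest replicate inhibition of at least 50% and at least 75% of replicates reaching 50%; inconclusive = only one of the two criteria met; inactive = both criteria failed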;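 also: plate controls were DMSO neutral control for no effect and GW8510 at 10 µM for full effect; many of its hits are not listed in these tables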
Target sequence (Q00535 whole entry, looked up): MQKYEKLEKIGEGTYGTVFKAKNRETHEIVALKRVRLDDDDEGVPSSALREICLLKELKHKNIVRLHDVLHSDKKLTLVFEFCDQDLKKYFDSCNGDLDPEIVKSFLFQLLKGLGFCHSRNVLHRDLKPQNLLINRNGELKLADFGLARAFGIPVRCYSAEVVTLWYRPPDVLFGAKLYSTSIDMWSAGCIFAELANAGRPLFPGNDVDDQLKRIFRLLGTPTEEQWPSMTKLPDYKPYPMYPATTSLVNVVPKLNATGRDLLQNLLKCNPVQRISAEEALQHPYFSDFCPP
Target sequence (Q15078 whole entry, looked up): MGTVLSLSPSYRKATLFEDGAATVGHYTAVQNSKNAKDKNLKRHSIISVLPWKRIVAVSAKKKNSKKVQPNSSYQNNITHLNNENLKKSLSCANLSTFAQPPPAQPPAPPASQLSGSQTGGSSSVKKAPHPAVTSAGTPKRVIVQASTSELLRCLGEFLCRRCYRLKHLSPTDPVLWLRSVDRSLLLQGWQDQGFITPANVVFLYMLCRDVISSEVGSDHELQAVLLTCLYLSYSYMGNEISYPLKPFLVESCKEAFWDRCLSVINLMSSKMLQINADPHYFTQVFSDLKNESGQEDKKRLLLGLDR
HTR5A ag – HTR5A agonism, opioid heterodimer counter-screen; 340,000 compounds, 0.61% hits; HTR5A agonist assay, luminescence, cell-based; activation, % at 9.3 µM; P47898; AID 504692; in the data active = activation mostly above about 9.5%, no sharp cut-off; inactive = mostly below about 7.6%;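 also: 0% = cells with vehicle only and 100% = reference agonist; strong numbers were not always called active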
PvdQ inh – blocks Pseudomonas aeruginosa PvdQ acylase activity; inhibition, % at 10 µM; purified PvdQ acylase, fluorescence plate reader; 340,000 compounds, 0.063% hits; in the data active = inhibition above about 30%, passing the limit was not always enough; inconclusive = no clear call, values can overlap the other calls;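 also: 0% = vehicle neutral wells and 100% = reference inhibitor wells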
Wnt bcat act – activates Wnt/beta-catenin signaling in a reporter cell assay | activator, plate reader | 300,000 compounds, 1.2% hits | activation, % at 9.35 µM; in the data active = activation above about 30%, passing the limit was not always enough; inconclusive = no clear call, values can overlap the other calls;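 also: 0% = neutral control wells and 100% = positive control wells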
V-ATPase pH – alters yeast V-ATPase proton transport; response, % at 10 µM; AID 504577; 350,000 compounds, 0.37% hits; S. cerevisiae, pHLuorin cytosolic pH fluorescence; in the data active = response mostly above about 7.3%, no sharp cut-off; inactive = mostly below about 5.4%; also: actives read high; inactives centre near 0; some compounds called inactive have numbers as strong as hits; reference of the scale not given here
dFosB act – enhances mouse delta FosB homodimer DNA binding. P13346. purified delta FosB, TAMRA-CDK5 oligo fluorescence polarization; percent of positive-control signal above neutral wells. activation, % at 25 µM. 340,000 compounds, 0.99% hits. AID 493131;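 active = mean activation above about 17%, with every replicate also reaching it, limit read from the data, passing the limit was not always enough; inconclusive = only one of the two conditions met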;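 also: fluorescence polarization rise as delta FosB binds a TAMRA Cdk5 AP-1 oligo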
Target sequence (P13346 whole entry, looked up): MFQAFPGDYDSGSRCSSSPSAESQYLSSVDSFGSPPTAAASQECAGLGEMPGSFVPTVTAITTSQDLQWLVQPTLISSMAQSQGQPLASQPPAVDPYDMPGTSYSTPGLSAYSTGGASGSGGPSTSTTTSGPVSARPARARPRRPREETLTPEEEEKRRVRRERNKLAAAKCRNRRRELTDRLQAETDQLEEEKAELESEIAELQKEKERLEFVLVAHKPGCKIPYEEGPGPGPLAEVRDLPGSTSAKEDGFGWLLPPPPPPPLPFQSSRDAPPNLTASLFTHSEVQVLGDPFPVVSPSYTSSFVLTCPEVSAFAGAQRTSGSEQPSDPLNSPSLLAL
NSD2 inh – blocks human histone methyltransferase NSD2. O96028. NSD2 peptide methylation, AlphaScreen, 120 min. inhibition, % at 12.5 µM. 310,000 compounds, 0.54% hits; in the data active = inhibition above about 50%
SR-BI DiI inh – inhibitors of mouse SR-BI mediated HDL lipid uptake | inhibition, % at 12.5 µM | Q61009 | ldlA[mSR-BI] CHO cells, DiI-HDL uptake fluorescence, 3 h | AID 488896 | 320,000 compounds, 0.96% hits;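 active = mean replicate inhibition of at least 70% and a set share of replicates each scoring 70 or more; inconclusive = meets just one of the two criteria; inactive = fails both criteria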;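 also: 0% = median of neutral control wells and 100% = median of positive control wells; values of inactives mirror those of a sister screen read the other way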
HTR5A inv ctr – inverse agonist of human HTR5A in OPRM1-OPRD1 counter-screen; P47898; HTR5A cell line, luminescence, inverse agonism; inhibition, % at 9.3 µM; 340,000 compounds, 0.083% hits; AID 504634; in the data active = inhibition mostly above about 23%, no sharp cut-off; inactive = mostly below about 18%;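 also: 0% = cells with DMSO and 100% = no-cell wells with DMSO; some compounds called inactive have numbers as strong as hits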
MITF TRPM1 HTS – activators of MITF-driven TRPM1 promoter activity in SK-MEL-5 cells. 300,000 compounds, 0.75% hits. SK-MEL-5 TRPM1-promoter luciferase, 24 h; % of positive control, neutral wells = 0. activation, % at 12.5 µM;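 active = mean activation of at least 80% with every replicate also reaching 80%; inconclusive = mean reaches 80% but some replicate falls short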;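 also: 0% = neutral control wells and 100% = parthenolide positive control wells; values of inactives mirror those of a sister screen read the other way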
* hit, by the source's call; ? = inconclusive; . = not tested or not shown. Outcome played no part in choosing rows; 5% or so of the library scored in one or more.

mol	PvdQ inh	CDK5 p35 inh	dFosB act	HTR5A ag	Wnt bcat act	HTR5A inv ctr	V-ATPase pH	SR-BI DiI inh	NSD2 inh	MITF TRPM1 HTS
O=c1[nH]ncc(N2CCCCC2)c1Cl	-15	0.6	2	1	1	-2	3	-15	-3	-5
Cc1cc(SCC(=O)N2CCCC2=O)nc2c(C)cccc12	-21	-0.3	-4	3	0	13	6	13	0	-8
COc1ccc(OCCCC(=O)Nc2ccc(N3CCOCC3)cc2)cc1	8	1.1	-9	0	0	-1	1	-10	0	7
CSc1nsc(SC)c1C(N)=O	-1	0.5	-1	2	2	-5	3	-2	8	7
CC(C)(C)c1ccc(C(=O)NCCC(=O)N2CCN(c3ncccn3)CC2)cc1	-12	0.9	-14	2	.	12	1	-240	-1	-4
O=C1NC(=O)C(c2ccccc2)(c2ccc(Cl)cc2Cl)N1 (centres undefined)	-27	-1.1	-8	2	-1	-8	0	13	-1	-4
CCOc1ccc(-n2c(SC(C)C(=O)OC)nc3c(c2=O)SCC3)cc1 (centres undefined)	10	-2.1	3	-1	.	-19	-1	7	4	-3
O=C1/C(=C/c2ccc([N+](=O)[O-])cc2)C=C(c2ccccc2)N1c1ccccc1	9	0.8	-10	-1	.	2	-3	7	.	-2
CCCN1CCc2c(sc(NC(=O)c3ccc(S(=O)(=O)N(C)c4ccccc4)cc3)c2C(N)=O)C1	-12	0.4	42*	0	.	-22	2	10	.	4
CSCCC(NS(=O)(=O)c1ccc(Cl)cc1)C(=O)OCC(=O)N1CCOCC1 (centres undefined)	-7	-0.3	3	2	-4	-15	1	12	-2	13
CCN(CC(=O)NCc1ccc(F)cc1)C(=O)c1ccc(Cl)cc1	0	-0.3	3	-2	2	6	-2	-29	-1	-1
Cn1nc(-c2ccccn2)nc2c(=O)n(C)c(=O)nc1-2	10	2.6	-3	9	-22	-25	4	6	.	-103
O=S(=O)(N/N=C\c1c(F)cccc1Cl)c1ccc(Cl)cc1	-5	1.2	-1	7	-1	1	-6	1	6	-8
CCOC(=O)c1nnn(-c2nonc2N)c1CSc1ccccc1	-6	0.7	-2	-3	.	6	1	11	-1	13
COc1ccccc1C(=O)N1CCN(C2CCN(Cc3ccccc3)CC2)CC1	-5	-2.0	4	0	.	-3	-4	-7	-2	.
C=CCC[C@H](Cc1ccc(F)cc1)C(=O)OC[C@H](Cc1c[nH]c2ccccc12)NC(=O)[C@@H](CC=C)CC(=O)N[C@@H](CO)Cc1ccccc1	-8	-0.2	5	5	-18	-10	-2	-7	.	-74
CCS(=O)(=O)N1Cc2ccccc2CC1C(=O)N(C)CC(=O)Nc1ccc(F)c(F)c1F (centres undefined)	4	0.2	0	-3	2	7	2	-13	1	-11
CN(C(=O)c1ccc(NC(=O)Cc2ccc(NC(=O)C3CCCN(C(=O)C4CC4)C3)cc2)cc1)C1CCCC1 (centres undefined)	-16	-1.5	-7	1	-1	-3	-1	-6	.	3
Cc1cccc(NC(=O)C(CC(C)C)NC(=O)C2CCC(C)CC2)n1 (centres undefined)	-2	0.1	2	3	-2	-32	-3	.	.	-13
O=C(Cn1cnc2c(nnn2-c2ccccc2)c1=O)N1CCCc2ccccc21	12	0.6	?	1	2	-7	-2	4	.	.
Cc1nc(C)c(-c2csc(Nc3cccc(O)c3)n2)s1	-20	2.4	-13	-6	85*	16	-1	40	2	42
COc1cc2c(cc1OC)C(c1cccc([N+](=O)[O-])c1)N(C(=O)c1ccc(F)cc1)CC2 (centres undefined)	-9	0.3	9	3	.	-8	-4	48	.	17
Cc1ccc2oc(C(=O)N(Cc3ccc(N(C)C)cc3)CC3CCCO3)c(C)c2c1 (centres undefined)	2	0.0	-16	2	1	19	3	-17	20	2
Cc1nnc(NCCc2ccccc2)c2ccccc12	-13	0.5	-6	-3	?	10	0	.	-2	59
CC(Sc1nccn1C)C(=O)NC1(C#N)CCCCC1 (centres undefined)	-8	-0.6	0	1	-1	-3	1	3	-1	5
Cn1nnnc1SCC(=O)Nc1nc(-c2ccccc2)c(-c2ccccc2)o1	3	1.4	-5	-3	.	-6	3	-8	0	5
Cc1nn(CC(=O)Nc2cccnc2)c(C)c1[N+](=O)[O-]	4	0.5	1	3	4	-7	-2	-7	.	4
CNC(=S)N1CCN(CCNC2=CC(=O)CC(C)(C)C2)CC1	-9	0.9	-7	0	1	0	1	-7	0	2
Cc1ccc(Cn2cccc(NS(C)(=O)=O)c2=O)cc1	-6	0.1	-4	-4	0	15	-2	-18	-2	8
COc1ccc(C(C)=O)cc1COC(=O)c1cc2ccccc2cc1O	1	-1.4	-3	5	-2	-2	1	.	-5	3
CCCCCC(=O)N/N=C/c1cc(Br)c(O)c(OC)c1	5	1.5	-5	-4	-1	6	-2	27	-4	-1
Cc1c(Cl)c([N+](=O)[O-])nn1CCCC(=O)Nc1cc(Oc2ccccc2)cc([N+](=O)[O-])c1	-8	.	-1	7	-3	17	4	19	-1	-2
Cc1ccc(-c2ccc(=O)n(CCC(=O)N3CCN(c4cccc(C)c4)C(C)C3)n2)cc1 (centres undefined)	29	1.5	-6	-3	-2	12	0	23	7	-1
CCCN(C(=O)c1ccco1)c1nnc(-c2cccc(C)c2)s1	2	-0.3	-24	1	.	-8	2	46	-2	14
COc1ccc(C(=O)Nc2nnc(S(=O)(=O)Cc3ccccc3)s2)cc1	5	0.4	23*	0	-1	3	1	1	.	6
COC(=O)c1ccc(C(C(=O)NC2CCCCC2)N(Cc2ccc(F)cc2)C(=O)Cc2cccs2)cc1 (centres undefined)	1	-2.0	-6	-2	.	25	-7	0	-1	-6
CCOC(=O)c1cnc2cc(C)ccn2c1=O	8	-0.1	-7	-7	0	19	0	9	-3	12
Cc1ccc(C)c(NC(=O)C(c2ccccc2)N2CCN(CC(=O)N3CCOCC3)CC2)c1 (centres undefined)	1	-0.9	-10	-4	-6	10	4	14	2	-14
Cc1ccc(S(=O)(=O)N2CCOCC2)cc1NC(=O)COC(=O)c1cc[n+]([O-])cc1	-12	-0.4	-1	1	-2	-3	1	-1	-1	-9
CN(C)CCNc1ccc(-c2nn(C)c(=O)c3ccccc23)cc1[N+](=O)[O-]	8	-0.4	-4	4	-7	7	1	3	22	0
Cc1nc2ccccn2c1-c1ccnc(SCc2ccc(Cl)cc2)n1	-12	-0.4	1	0	-2	-11	-2	-5	-1	.
O=C(NN1CCOCC1)c1ccc([N+](=O)[O-])cc1	-13	1.0	0	-2	3	9	-1	-10	-3	-10
CCCn1c(C(C)Nc2nc(-c3ccc(C)cc3)cs2)nc2cc(Cl)c(Cl)cc21 (centres undefined)	-17	-0.4	-11	4	-2	1	3	0	.	-20
CN(C)c1ccc(C2N3CC4(C)CN2CC(C)(C3)C4O)cc1 (centres undefined)	1	0.3	-5	-6	0	2	7	-19	.	14
c1ccc2sc(Cc3nnc4n3CCCCC4)nc2c1	-11	2.2	0	6	-6	-9	-1	-8	-2	7
COC(C/C=C\[C@@H](O)COCc1ccccc1)OC	-12	-1.4	6	0	1	5	2	-10	.	1
COCc1nnc(NC(=O)CC(C)C)s1	-6	1.2	-13	-3	1	-12	-2	-27	1	4
Cc1ccc(/C=N\NC(=O)Cc2noc3ccccc23)cc1	-18	-0.2	22*	1	-1	-4	2	-11	-3	12
CC(C)(C)C(=O)C(Cc1ccccc1Cl)n1cncn1 (centres undefined)	-10	-0.7	-6	0	-3	-6	-2	-13	1	-14
COc1ccc(C(=O)N2CCN(C3CCC(c4ccccc4)CC3)CC2)cc1OC (centres undefined)	-10	-2.1	6	4	-6	14	0	4	6	.
CCCNC(=O)c1ccccc1C(=O)NCCC	-13	1.4	-3	1	-2	-8	-1	-1	32	-6
Cc1cc(NC(=O)/C=C/c2ccc(Cl)cc2)no1	10	0.2	0	3	.	-10	4	-20	-1	40
CCCc1cc(C(=O)Nc2cc(C)ccc2O)no1	3	0.5	8	3	-11	-9	-4	-2	0	71
C=CCc1cccc2cc(C(=O)Nc3ccc(S(=O)(=O)Nc4nnc(CC)s4)cc3)c(=O)oc12	16	2.5	-4	-2	0	6	-7	5	0	0
NS(=O)(=O)c1ccc(CCNC(=O)c2ccc(Br)s2)cc1	12	0.2	-5	-4	-1	-14	1	9	1	-3
CC(C)(C)c1ccc(OCC(O)CN2CCCC2)cc1 (centres undefined)	6	1.9	1	0	2	1	8	-4	6	-3
O=C(NC(=S)N1CCN(CCO)CC1)C12CC3CC(CC(C3)C1)C2	-10	-0.8	1	1	0	-2	0	-20	-1	4
CCCCc1nc2cc(C(=O)N3CCCCC3CC(=O)OCC)ccc2o1 (centres undefined)	-19	1.5	0	-2	10	-1	4	1	0	31
NC(=O)c1ccc(Oc2ccc(Cl)cc2)c([N+](=O)[O-])c1	-16	1.9	0	4	-1	14	8	-4	-3	-3
Cc1ccccc1NC(=O)CCNS(=O)(=O)c1ccc2[nH]c(=O)oc2c1	-16	1.2	3	5	1	-17	-1	-4	0	0

Continued:
mol	PvdQ inh	CDK5 p35 inh	dFosB act	HTR5A ag	Wnt bcat act	HTR5A inv ctr	V-ATPase pH	SR-BI DiI inh	NSD2 inh	MITF TRPM1 HTS
CCCn1c(SC(C)C(=O)NCC2CCCO2)nc2cc(Cl)ccc2c1=O (centres undefined)	11	0.8	-4	1	-1	-2	-3	34	.	-14
Cc1ccc(CCNC(=O)C2CCN(S(=O)(=O)c3ccc4c(c3)oc(=O)n4C)CC2)cc1	-7	0.4	6	-1	3	3	2	0	-2	-5
COc1ccc(/C=N/NC(=O)CCc2n[nH]c(=O)[nH]c2=O)cc1O	13	-1.2	11	-1	-1	2	0	-18	-1	-3
COc1cc(/C=C/C(=O)OCC(=O)NCCC2=CCCCC2)cc(OC)c1OC	-14	-1.6	-3	1	-3	-3	-1	5	1	2
COC(=O)c1[nH]c2cc(OC)ccc2c1NC(=O)CCN1CCCC(C)(C)C1	-17	0.2	1	-1	.	22	2	-12	3	8
Cc1ccc(C(=O)c2ccccc2C(=O)OCC(=O)N2CCCC2)cc1	-8	-0.8	-2	1	6	-2	0	-4	-2	7
O=C(/C=C/c1ccc(F)cc1)NCC1(c2ccccc2)CCOCC1	-10	-0.7	-5	-6	-2	16	-1	27	-2	3
CS(=O)(=O)c1ccc(C(=O)Nc2ccc(N3CCOCC3)cc2)c(Cl)c1	-9	0.3	-2	-2	0	4	3	-2	-7	1
COc1ccc(Nc2nc(N)nc(CSc3n[nH]c(-c4ccccc4)n3)n2)cc1	14	0.4	1	3	.	-4	0	-12	2	2
CCC(=O)Nc1nc2ccccc2n1Cc1ccc(C)cc1	-16	0.9	0	4	.	12	-2	-5	-1	-16

Structures listed above printed as active in Wnt bcat act:
SMILES	PvdQ inh	CDK5 p35 inh	dFosB act	Wnt bcat act	V-ATPase pH	SR-BI DiI inh	NSD2 inh	MITF TRPM1 HTS
Cc1nc(C)c(-c2csc(Nc3cccc(O)c3)n2)s1	-20	2.4	-13	85*	-1	40	2	42
